Screening data as filed in PubChem.
BAP1 inh = inhibitors of human BAP1 deubiquitinase | recombinant BAP1, Ub-AMC hydrolysis fluorescence kinetic; hits give low values | 72,000 compounds, 0.48% hits | Q92560 | activity remaining (% of control), % at 20 µM;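 active = activity remaining at or below 50% of control, provided the compound also passes the data quality filters; inactive = the rest, including low values that fail the filters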;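 note: 100% = DMSO wells rate and 0% = substrate alone blank rate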
Target sequence (Q92560 whole entry, looked up): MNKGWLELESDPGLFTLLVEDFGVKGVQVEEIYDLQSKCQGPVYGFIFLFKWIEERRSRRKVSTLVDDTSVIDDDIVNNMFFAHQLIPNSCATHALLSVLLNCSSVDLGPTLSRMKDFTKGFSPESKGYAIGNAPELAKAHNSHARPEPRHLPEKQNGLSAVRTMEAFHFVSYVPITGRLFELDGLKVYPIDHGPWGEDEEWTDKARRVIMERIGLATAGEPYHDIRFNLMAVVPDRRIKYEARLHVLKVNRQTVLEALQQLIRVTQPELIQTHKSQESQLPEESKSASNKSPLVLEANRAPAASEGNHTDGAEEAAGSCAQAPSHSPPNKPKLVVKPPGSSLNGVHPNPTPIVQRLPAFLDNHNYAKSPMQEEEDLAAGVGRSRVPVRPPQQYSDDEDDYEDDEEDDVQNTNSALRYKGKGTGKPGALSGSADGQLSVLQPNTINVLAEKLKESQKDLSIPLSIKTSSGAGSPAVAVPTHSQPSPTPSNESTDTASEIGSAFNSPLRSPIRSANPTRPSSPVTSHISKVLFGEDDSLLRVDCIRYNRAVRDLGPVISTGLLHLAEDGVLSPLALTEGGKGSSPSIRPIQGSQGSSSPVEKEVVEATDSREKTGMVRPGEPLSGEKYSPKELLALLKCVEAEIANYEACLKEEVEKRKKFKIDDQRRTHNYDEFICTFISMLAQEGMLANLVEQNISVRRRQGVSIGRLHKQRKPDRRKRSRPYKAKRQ
HePTP inhibitor = blocks human HePTP tyrosine phosphatase | recombinant HePTP phosphatase activity, OD absorbance | P35236 | 110,000 compounds, 0.64% hits | inhibition, % at 20 µM; in the data active = inhibition above about 50%;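 note: plate controls were vehicle for no effect and reference inhibitor for full effect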
Starred values were filed as active, the others as inactive; . = no result given; & = joins results of further samples.

SMILES	BAP1 inh	HePTP inhibitor
O=C(CCN1C(=O)c2ccccc2C1=O)N1CCCCCC1	95	10
CCn1nnnc1-c1ccc(OC)c(S(=O)(=O)Nc2ccc(OC)cc2)c1	111	10
Cc1c(C(=O)NC(C)c2ccncc2)oc2ccccc12 (stereo not drawn)	81	8
COc1ccccc1CC1CC(=O)N(c2ccc(Cl)c(Cl)c2)C1=O (stereo not drawn)	.	-14
COc1ccc(-c2csc(NC(=O)c3ccc(S(=O)(=O)N4CCc5ccccc54)cc3)n2)cc1	146	.
Nc1c(C(=O)Nc2ccc3c(c2)OCCO3)nnn1CCc1ccccc1	87	4
CCn1c(C)c(C(C)=O)c(N2CCCC2)nc1=S	98	-2
O=S(=O)(Nc1ccc(Oc2ccccc2)cc1)c1ccc(F)cc1	.	-9
Clc1cccc(-c2nc3ccccc3[nH]2)c1	.	-8
O=c1[nH]c(NCc2ccco2)nnc1Cc1ccccc1Cl	96	-3
CN(C)c1ccc(N=C2Sc3ccc4ccccc4c3C2=O)cc1	.	1
O=C(CSc1nnc(Cn2c(=O)sc3ccccc32)n1-c1ccccc1)N1CCCC1	92	2
CC(=O)N1CCN(c2ccc(NC(=O)c3sc4ccccc4c3Cl)cc2)CC1	.	2
COc1ccc(-n2c(SCC(=O)N3CCCC(C)C3)nnc2-c2cccnc2)cc1 (stereo not drawn)	87	-3
Cc1c(NC(=O)c2ccc(N3C(=O)C4C5C=CC(C5)C4C3=O)cc2)c(=O)n(-c2ccccc2)n1C (stereo not drawn)	86	0
CCSCCOC(=O)C1=C(C)NC(=O)NC1c1ccc2c(c1)OCO2 (stereo not drawn)	93	4
CC1=C(C(=O)OCC(C)C)C(c2ccccc2Cl)NC(=O)N1C (stereo not drawn)	96	24
CCOC(=O)c1cnn(CCOc2ccccc2)c1N	.	4
Cc1ccc(S(=O)(=O)/N=C(\Nc2nc(C)cc(C)n2)Nc2ccccc2C)cc1	.	-6
COc1ccc(CNS(=O)(=O)c2ccc(S(=O)(=O)N3CCCCC3)cc2)cc1	46*	2
Cc1cc2ccccn2c1C(=O)c1ccncc1	83	15
COc1ccccc1N(CC(=O)NC(C)(C)C)S(=O)(=O)c1ccccc1	.	106*
O=CN1CCN(c2nc(-c3ccccc3)c3cc(Cl)ccc3n2)CC1	.	2
O=C(NCc1ccccn1)Nc1ccc2c(c1)OCO2	45*	-7
Cn1c(=O)c2c(nc(CN3CCN(C(=O)c4ccco4)CC3)n2CCc2ccccc2)n(C)c1=O	84	5
Cc1ccc(N2C(=O)c3cccc(Cl)c3C2=O)cc1	93	.
COC(=O)c1ccccc1NC(=O)c1sc(=S)n(C)c1N	43*	-3
COc1cc(/C=N/Nc2cc(N3CCCCC3)nc(N3CCCCC3)n2)ccc1O	.	-4
COC(=O)CN(c1nc(C)c(Br)c(OC)n1)S(=O)(=O)c1ccc(C)cc1	128	-2
CCc1nnc(SCC(=O)NC2CCCCC2)nc1CC	87	6
CC1(O)CC(=O)C(C(=O)c2ccccc2)C(c2cccc([N+](=O)[O-])c2)C1C(=O)c1ccccc1 (stereo not drawn)	.	3
Cc1ccccc1N1OC2C(=O)N(c3ccc(F)cc3)C(=O)C2C1c1ccccn1 (stereo not drawn)	105	8
NS(=O)(=O)c1cccc(NC(=O)c2ccc3c(c2)OCCO3)c1	.	-12
O=C(O)CC/C(=N\NS(=O)(=O)c1ccccc1)c1ccccc1	.	-29
Cc1ccc(C(c2sc3nc(C)nn3c2O)N2CCN(c3ccccc3)CC2)cc1 (stereo not drawn)	96	5
C#CCOc1c(I)cc(I)cc1/C=N/NC(N)=S	.	0
CCCCCCn1c(N2CCC(C(N)=O)CC2)nc2c1c(=O)n(C)c(=O)n2C	78	5
Cc1cc(C)c(C(N)=O)c(NCCc2ccccc2)n1	65	-2
COc1ccc(CC2S/C(=N\N=C\c3ccc(O)cc3)NC2=O)cc1 (stereo not drawn)	.	2
COC(=O)Nc1nnc(CCc2ccccc2)s1	94	-1
Cc1ccc(C)c(N2CCN(C(=O)CN(C)S(=O)(=O)c3cnc[nH]3)CC2)c1	116	6
Cc1ccc(-c2cc(C(=O)NC(C)C)c3ccccc3n2)c(C)c1	.	9
CCOc1cc(C2C(C(=O)OCC(C)C)=C(C)N=C3SCCC(=O)N32)ccc1OC(C)=O (stereo not drawn)	97	12
Cc1ccc(N(CC(=O)NC2CCCC2)C(=O)CCCC(=O)Nc2ccccn2)cc1C	77	4
CCOc1ccc(CCNC(=O)c2nnc(Cc3ccc(F)cc3)o2)cc1OCC	92	-8
CCOC(=O)c1[nH]c2ccccc2c1NC(=O)CCN1CCN(C(=O)OCC)CC1	133	0
COc1ccc(C2CC(c3cccc(Cl)c3)n3nc(N)nc3N2)cc1 (stereo not drawn)	82	3
Cc1cc(NC(=O)c2cccc(OC(C)C)c2)no1	.	0
CCCC(=O)C1=C(SCC)CC(C)(C)CC1=O	.	-3
COc1ccc(NC(=O)c2ccccc2[N+](=O)[O-])cc1Cl	.	-4
CCOC(=O)c1c(NC(=O)Cc2cccs2)sc(C(=O)Nc2cc(C(F)(F)F)ccc2Cl)c1C	.	-2
CC(C)C1=NN2C(=N)/C(=C/c3ccc(-c4cccc([N+](=O)[O-])c4)o3)C(=O)N=C2S1	.	3
CCOC(=O)c1c(NC(=O)c2ccc(C(=O)c3ccccc3)cc2)sc2c1CCCC2	95	.
COc1ccc(-c2ccc(C3NC(=O)c4c(sc5c4CCN(C)C5)N3)o2)cc1Cl (stereo not drawn)	.	5
FC(F)(F)C(Oc1nc(NC2CCCCC2)nc(N2CCOCC2)n1)C(F)(F)F	81&109	10
O=C1C2C3C=CC(C3)C2C(=O)N1Cc1ccccc1 (stereo not drawn)	128	-1
CCOC(=O)c1[nH]c2ccc(C)cc2c1N=C(C)N(C)C	95	10
NC(=O)c1cccc2c1-c1ccccc1C2	.	1
Cc1cc(NC(=O)c2cc(CC(C)C)on2)n(-c2ccccc2)n1	106	5
COc1ccc(CC(=O)Nc2cccc(-c3nnc(-c4ccc(C)cc4)o3)c2)cc1OC	.	0

Shown as a hit in BAP1 inh, of those listed so far:
SMILES	BAP1 inh	HePTP inhibitor
COc1ccc(CNS(=O)(=O)c2ccc(S(=O)(=O)N3CCCCC3)cc2)cc1	46*	2
O=C(NCc1ccccn1)Nc1ccc2c(c1)OCO2	45*	-7
COC(=O)c1ccccc1NC(=O)c1sc(=S)n(C)c1N	43*	-3

The listing continues.
SMILES	BAP1 inh	HePTP inhibitor
CCOC(=O)c1c(C)[nH]c(C(=O)CN2CCOCC2)c1C	.	-4
O=C(NCc1ccco1)c1cccs1	109	1
COc1ccccc1NC(=O)c1c(NC(=O)c2cccc(C)c2)sc2c1CCC2	.	6
Cc1nn(CC(=O)Nc2ccc3c(c2)nc(CN2CCCC2)n3C)c(=O)c2ccccc12	80	4
O=[N+]([O-])c1ccc(N2CCOCC2)c(Cl)c1N1CCOCC1	.	-4
CCCc1cc(C(=O)N(C2CCCCC2)C2CCCCC2)no1	74	-11
Cc1n[nH]c(C)c1S(=O)(=O)N(CC(=O)Nc1ccc2c(c1)OCCO2)c1ccc(C(C)C)cc1	98	-13
Cc1ccc(C(=O)Nc2ccccc2C(=O)NC(CC(=O)O)C(=O)O)cc1 (stereo not drawn)	129	2
COc1ccc(S(=O)(=O)N2CCOCC2)cc1C(=O)Nc1nc2ccccc2s1	.	8
Cn1c(Oc2ccccc2NCc2cc(Br)ccc2O)cc(=O)n(C)c1=O	95	5
O=C(Nc1cccc2c1CCCC2)c1ccco1	84	-8
COc1cccc(C(c2c(C)[nH]n(-c3ccccc3)c2=O)c2c(C)[nH]n(-c3ccccc3)c2=O)c1O	.	-14
O=C(CN(c1ccccc1)S(=O)(=O)c1ccc(F)cc1)N1CCCCCC1	90	2
C=CCSc1nc(N)c(C#N)c(-c2ccc(C)cc2)c1C#N	.	-2
C=CC(=O)NC(NC(=O)C=C)c1ccc(OC)cc1	.	3
Cc1ccc(NC(=S)NNC(=O)CCn2c3ccccc3c3ccccc32)cc1	.	-10
C=CCNc1nc(-c2ccc(OC)cc2OC)cs1	94	0
COc1ccc(CC(C(=O)Nc2cc(C)ccc2C)/C(N)=N/O)cc1 (stereo not drawn)	102	4
CCc1nc2sc(C)c(C)c2c(=O)n1CCO	96	8
O=S(=O)(c1ccc2ccccc2c1)n1nnc2ccccc21	.	-4
CCOc1ccc(C(=O)Nc2ccc3ccccc3c2)cc1[N+](=O)[O-]	.	-2
CCCN1CCN(CCCNC(=O)C2CCN(c3nnc(-n4cccc4)s3)CC2)CC1	92	8
O=C(/C=C/c1c[nH]c2ccccc12)c1ccc(Cl)cc1	.	6
Cc1cccc(OCC(=O)N/N=C/c2c3ccccc3cc3ccccc23)c1	.	-2
CN(C)c1ccc(/C=N/NC(=O)c2ccco2)o1	.	-2
Cc1cccc(NC(=O)c2ccccn2)c1C	106	-1
O=C(O)c1ccc(OCCn2ccnc2)cc1	164	3
Cc1ccc(S(=O)(=O)Nc2ccc3nc(-c4cccn4C)[nH]c3c2)cc1	101	12
COc1ccc(-c2nnnn2C)cc1S(=O)(=O)Nc1ccc(C)c(Cl)c1	.	5
COc1ccc(N/C(C)=C/C(=O)c2ccc(F)cc2)cc1	.	-6
Cc1ccc(N2C(=O)c3ccc(C(=O)O)cc3C2=O)nc1	.	5
C=CCN1C(=O)N(/C=C/C)c2cccc3cccc1c23	196	6
COc1cc(/C=N/N=C2/NC(=O)C(CC(=O)Nc3cccc(Cl)c3Cl)S2)ccc1O (stereo not drawn)	.	2
O=C1C(Cl)=C(c2ccc(Cl)cc2)C(=O)N1c1ccc(Cl)cc1	.	-10
CCc1ccc(NC(=O)CSc2nnc(SCC(=O)Nc3ccc(CC)cc3)s2)cc1	.	9
Cn1c(-c2ccccc2)cnc1SCC(=O)NCc1ccco1	97	-1
Cc1ccc(-c2nc3ccccc3o2)cc1NC(=S)NC(=O)c1ccc(Cl)cc1	.	1
COc1cccc(-c2nnc(SCC(=O)N3CCCc4ccccc43)o2)c1	92	5
Cc1ccc2nc(NC(=O)C3CCCN(S(=O)(=O)c4cnc[nH]4)C3)sc2c1 (stereo not drawn)	86	-6
CCCn1c(SCC(=O)Nc2ccccc2N2CCCCC2)nc2c1c(=O)n(C)c(=O)n2C	97	-8
O=C(O)CNC(=O)c1ccc(OC(F)F)cc1	.	-8
Cc1ccccc1OCC(=O)Nc1ccc2c(c1)Cc1ccccc1-2	.	3
c1ccc(-c2csc(N3CCCCCC3)n2)cc1	102	5
CS(=O)(=O)N(CCc1ccccc1)CC(=O)N1CCN(c2ccccc2F)CC1	124	4
CCOCC(O)CS(=O)Cc1ccccc1 (stereo not drawn)	96	9
CN(C(=O)c1ccno1)c1nnc(-c2cccnc2)s1	139	3
COc1cc2c(cc1NC(=O)c1cncc(Br)c1)oc1ccccc12	111	4
O=C(NCCCc1ccccc1)C(Sc1ccccc1)c1ccccc1 (stereo not drawn)	.	4
CN(C)c1ccc(NC(=O)CSc2nc3ccccc3c(=O)n2C2CCCCC2)cc1	50*	5
O=C(O)CCC(=O)NCc1ccc(Cl)cc1	.	-13
O=C(NCCC1=CCCCC1)C1CCN(Cc2cnn(-c3ccccc3)c2-n2cccc2)CC1	92	10
CN(CCO)S(=O)(=O)c1ccc(N)cc1	.	3
CC(C)(C)C1CCC2(CC1)NC(CO)(CO)CO2 (stereo not drawn)	102	0
COc1ccc(-c2noc(CCC(=O)NCCN3CCN(c4ccccc4F)CC3)n2)cc1	111	-6
Cn1c(C(F)(F)F)nc2c(=O)oc3ccccc3c21	103	8
CCOC(=O)c1sc(NC(=O)c2ccc(Cl)cc2Cl)nc1C	.	-9
CCN1C(=O)c2ccccc2S(=O)c2ccc(C(=O)NCc3ccccn3)cc21 (stereo not drawn)	97	7
O=C(CCN1C(=O)/C(=C/c2cccs2)SC1=S)Nc1ccc(F)cc1	.	5
C=C(C)Cn1c(C2CC(=O)N(c3ccccc3F)C2)nc2ccccc21 (stereo not drawn)	90	-10
O=C(NCCc1ccc(F)cc1)C(=O)Nc1cccc(Cl)c1	.	1

2 of these compounds, reformatted:
| BAP1 inh | HePTP inhibitor | smiles |
| --- | --- | --- |
| 81&109 | 10 | FC(F)(F)C(Oc1nc(NC2CCCCC2)nc(N2CCOCC2)n1)C(F)(F)F |
| 128 | -1 | O=C1C2C3C=CC(C3)C2C(=O)N1Cc1ccccc1 (stereo not drawn) |

The list continues:
SMILES	BAP1 inh	HePTP inhibitor
Cc1nc2sc(C(c3ccco3)N3CCN(c4ccccc4F)CC3)c(O)n2n1 (stereo not drawn)	111	3
O=C1c2ccccc2C(O)N1Cc1ccc2c(c1)OCO2 (stereo not drawn)	96	-4
CCc1ccc(NC(=O)c2cc(CC(C)C)on2)cc1	100	-1
O=C(c1ccc(-c2ccc([N+](=O)[O-])cc2)o1)N1CCOCC1	.	8
CCOC(=O)c1cc2occc2n1CC(=O)NC1CCC(C)CC1 (stereo not drawn)	107	8
CCc1ccccc1N(CC)C(=O)CCc1nc(-c2ccc(C)cc2)no1	79	-1

In the list so far, 3 contain bromine.
SMILES	BAP1 inh	HePTP inhibitor
COC(=O)CN(c1nc(C)c(Br)c(OC)n1)S(=O)(=O)c1ccc(C)cc1	128	-2
Cn1c(Oc2ccccc2NCc2cc(Br)ccc2O)cc(=O)n(C)c1=O	95	5
COc1cc2c(cc1NC(=O)c1cncc(Br)c1)oc1ccccc12	111	4
